Bioassay records from PubChem.
Tau fibril ThT: inhibitors of human tau fibril formation, thioflavin T binding; P10636; recombinant tau K18 P301L, heparin-induced fibrillization, ThT fluorescence; Potency, µM (titrated, usually from 57.4 µM), for the others: at the top dose activity, negative = inhibition, most hits filed as inhibitors; 2.1% of 270,000 active; further: on the % scale 0 is the no-effect control and ±100 the full control effect; nearly all actives have a fitted effect of over 55% in size
Target sequence (P10636 561-689 P618L limits assumed): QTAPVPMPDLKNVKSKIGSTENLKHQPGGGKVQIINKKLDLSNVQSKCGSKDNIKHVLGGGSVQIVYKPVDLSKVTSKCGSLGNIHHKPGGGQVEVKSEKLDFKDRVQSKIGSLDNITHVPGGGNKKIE
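Fibril formation assay: tau K18 P301L at 15 uM with trace Alexa 594 label, heparin inducer 20 uM, pH 7 sodium acetate buffer, 37 C for 6 hr; endpoint ThT signal.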
KDM4E inh: inhibitors of human JMJD2E histone demethylase; B2RXH2; JMJD2E catalytic domain, FDH-coupled NADH fluorescence (FDH is formaldehyde dehydrogenase); 1.6% of 230,000 active; Potency, µM (series often up to 57.1 µM), inactives show top-dose activity change, negative = inhibition, hits mostly inhibitors; active means well fitted inhibition curve with a large enough effect, not every such curve was filed as active; inconclusive means small, poorly fitted or top-dose-only effect, or another doubt; inactive means no such curve, though single readings can be large or run the other way;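 further: 0% = wells with enzyme and -100% = buffer wells without enzyme; nearly all actives have a fitted effect of over 50% in size; many of its hits are not listed in these tables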
Target sequence (B2RXH2 1-337 limits assumed): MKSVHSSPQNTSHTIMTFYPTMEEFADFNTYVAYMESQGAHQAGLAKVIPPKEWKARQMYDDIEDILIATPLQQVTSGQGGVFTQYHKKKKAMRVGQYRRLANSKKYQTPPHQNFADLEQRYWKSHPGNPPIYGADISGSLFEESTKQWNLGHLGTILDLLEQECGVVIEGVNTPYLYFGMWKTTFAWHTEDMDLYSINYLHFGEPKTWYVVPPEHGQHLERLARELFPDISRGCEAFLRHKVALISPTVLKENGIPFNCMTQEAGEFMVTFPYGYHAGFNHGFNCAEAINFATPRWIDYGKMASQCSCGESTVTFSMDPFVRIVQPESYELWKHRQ
HTT ATP protect: protects HTT-Q103 PC12 cells, measured by ATP | 0.14% of 230,000 active | AID 1471 | PC12 HTT-Q103 induced, cytoprotection, ATP luminescence, 40 h | Potency, µM (doses to about 56.4 µM), inactives show cytoprotection (ATP increase), hits mostly activators;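 further: % of control where 0% means no effect; nearly all actives have a fitted effect of over 45% in size; toxic huntingtin expression switched on by the ecdysone agonist tebufenozide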
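PC12 cells with ecdysone-inducible HTT exon 1 Q103-GFP, induced with 100 nM tebufenozide and co-treated with library compounds in a dose series (1536-well, 1500 cells/well). Cytoprotection read as ATP content by ATPlite luminescence.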
Tau fluor counter: counter-screen for tau fibril formation inhibitors; tau K18 P301L Alexa594 fluorescence, heparin fibrillization; Potency, µM (doses to about 57.7 µM), for the others: top-dose activity change, negative = decrease; 0.93% of 280,000 active; further: on the % scale 0 is the no-effect control and ±100 the full control effect; nearly all actives have a fitted effect of over 55% in size
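Human tau K18 P301L (15 uM unlabeled, 0.24 uM Alexa 594-labeled) in 100 mM sodium acetate pH 7 with 20 uM heparin, 6 hr at 37 C. ThT 30 uM added, 1 hr ambient; Alexa 594 FP and total fluorescence read at 555/632 nm.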
SMN2 splice up: SMN2 splice variant enhancement. HEK293 SMN2-luciferase splicing reporter, luminescence, 30-36 h. Potency, µM (titrated, usually from 46.1 µM), for inactives: at the highest dose activity change, positive = activation, actives largely listed as activators. 2.8% of 210,000 active. AID 1458; further: % of control where 0% means no effect; nearly all actives have a fitted effect of over 55% in size
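qHTS luciferase splicing reporter: luminescence rises when SMN2 exon 7 is included in transfected HEK293 cells. Compound exposure lasted 30-36 h at 37C, with 4.5 mM final sodium butyrate as control, followed by a ONE-Glo read.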
Tau fibril FP: blocks human tau fibril formation measured by polarization; P10636; K18 P301L tau heparin fibrillization, Alexa594 FP, 6 h; Potency, µM (top dose mostly 57.7 µM), for the others: top-dose activity, negative = inhibition, most hits filed as inhibitors; 0.39% of 280,000 active; AID 1468; further: on the % scale 0 is the no-effect control and ±100 the full control effect; nearly all actives have a fitted effect of over 55% in size
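Steps: dispense K18 P301L tau (15 uM plus 0.24 uM Alexa 594 tracer, final) in pH 7 sodium acetate; add compound; add heparin (20 uM final); incubate 6 hr, 37 C; add ThT (30 uM final); after 1 hr ambient, read FP.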
HttQ103 aggreg: inhibitors of mutant huntingtin aggregate formation in PC12 cells; AID 1688; PC12 HttQ103-GFP aggregates, Acumen cytometry, 40 h; Potency, µM (top dose mostly 46.1 µM), without a hit: top-dose activity change, negative = inhibition, usual class: inhibitors; 1.1% of 220,000 active; further: on the % scale 0 is the no-effect control and ±100 the full control effect; nearly all actives have a fitted effect of over 60% in size
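Using laser scanning cytometry, GFP-positive aggregates were counted after lysis of PC12 cells induced with 100 nM tebufenozide to express HTT exon 1 Q103–GFP. Compounds were tested in titration.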
ALDH1A1 inh: blocks purified human ALDH1A1 activity. P00352. Purified ALDH1A1, NADH fluorescence, propionaldehyde substrate. Potency, µM (top dose mostly 75.3 µM), inactives show at the top dose activity, negative = inhibition, hits mostly inhibitors. 7.3% of 220,000 active. AID 1030; active means well fitted inhibition curve with a large enough effect, not every such curve was filed as active; inconclusive means small, poorly fitted or top-dose-only effect, or another doubt; inactive means no such curve, though single readings can be large or run the other way;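 further: plate controls were no enzyme wells and a reference inhibitor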
Target sequence (P00352 whole entry, looked up): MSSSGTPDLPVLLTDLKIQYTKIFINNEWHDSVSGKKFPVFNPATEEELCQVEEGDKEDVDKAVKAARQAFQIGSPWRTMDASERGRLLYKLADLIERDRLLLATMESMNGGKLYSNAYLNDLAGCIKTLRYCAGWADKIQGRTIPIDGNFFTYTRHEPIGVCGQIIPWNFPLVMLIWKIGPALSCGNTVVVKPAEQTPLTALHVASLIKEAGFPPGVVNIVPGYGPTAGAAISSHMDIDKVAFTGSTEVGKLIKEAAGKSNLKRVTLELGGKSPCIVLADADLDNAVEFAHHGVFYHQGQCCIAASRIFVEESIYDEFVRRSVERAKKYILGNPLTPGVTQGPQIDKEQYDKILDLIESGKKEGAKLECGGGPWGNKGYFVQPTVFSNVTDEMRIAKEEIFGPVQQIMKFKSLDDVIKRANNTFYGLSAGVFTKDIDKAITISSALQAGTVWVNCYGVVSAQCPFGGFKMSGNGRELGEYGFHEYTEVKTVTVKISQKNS
An asterisk follows results filed as active; ? = inconclusive; . = no result given; [ ] = remark or other dose. Unless noted, the call rests on the fitted dose curve; in most records, active means well fitted curve in the direction sought with a large enough effect; inconclusive means small, poorly fitted or top-dose-only effect, or another doubt; inactive means no such curve, though single readings can be large; an effect the other way counts as inactive or inconclusive. Potency means the concentration at half of the fitted maximal effect. Some of the compounds tested; the hit share may differ from the screen's.

SMILES | Tau fibril ThT | KDM4E inh | HTT ATP protect | Tau fluor counter | SMN2 splice up | Tau fibril FP | HttQ103 aggreg | ALDH1A1 inh
CC(C)C(=O)N1CCN(c2ccccc2NC(=O)c2cc([N+](=O)[O-])ccc2N2CCOCC2)CC1 | -2% | -2% | -19% | -8% | -21% | 7% | ? | 7%
CCn1c(SCC(=O)N2c3ccccc3Sc3ccccc32)nc2c1c(=O)n(C)c(=O)n2C | -5% | 6% | 1%[10 µM] | 2% | 10% | 9% | -12% | 11µM*
Cc1cccc(Cn2c(=O)n(CCc3ccccc3)c(=O)c3sc4ccccc4c32)c1 | -1% | . | . | -10% | 4% | -5% | . | .
Clc1ccc(CON/C=N/c2ncnc3sccc23)c(Cl)c1 | ? | -3% | -29% | ? | -34%[inhibitor] | ? | -31% | -1%
CCCC(C(=O)NC1CCCCC1)N(CC1CCCO1)C(=O)CNS(=O)(=O)c1ccc(F)cc1 (stereo not given) | -7% | 0% | -14%[10 µM] | 3% | 20% | -3% | -10%[9.22 µM] | 4%
Cc1ccc(CNS(=O)(=O)c2cccc3nsnc23)cc1 | -5% | 4% | ? | -6% | -31%[inhibitor] | 3% | -18% | -3%
Cc1ccc(CNC(=O)Cc2cccs2)cc1 | -6% | -4% | -29% | -3% | ? | 0% | 11% | 5%
COc1ccc(/C=C/C(=O)NC(=S)NNC(=O)c2cccnc2)cc1OC | ? | ? | -27% | -2% | -5% | -9% | -14% | 4%
Cc1ccccc1-n1c(C)nnc1SCC(=O)N1CC(=O)Nc2ccccc21 | 2% | 6% | 28% | 5% | -9% | 4% | 4% | -3%
CC1=NN(c2ccc(C)cc2C)C(=O)C1C(c1ccccc1)C1C(=O)N(c2ccc(C)cc2C)N=C1C (stereo not given) | ? | -18% | -7% | -15% | -5% | ? | 16% | ?
FC(F)(F)c1cnc(COc2ccc(Cl)cc2Cl)c(Cl)c1 | . | 6% | 40%[10 µM] | -8% | . | -8% | 21%[9.22 µM] | .
C[C@@]12CCC=C[C@H]1[C@H](c1ccc3ccccc3c1Br)N(Cc1ccccc1)C2=O | -18% | -3% | 3%[10 µM] | 3% | . | 2% | 37%[9.22 µM] | .
Cc1cc(NC(=O)c2cc(C)on2)no1 | ? | 0% | 6%[10 µM] | -1% | 10% | -4% | 1% | -1%
O=C1Nc2cc(Cl)c(Cl)cc2N(O)N1c1ccccc1 | -5% | ? | -4% | 0% | -2% | -1% | -15% | ?
COc1ccc(CCNC(=O)CSc2nc3ccccc3nc2Cc2ccc(C)cc2)cc1OC | -10% | . | . | -16% | -2% | -7% | . | .
NCCC[C@@H](CC(=O)N[C@@H]1CCNC[C@H]1C(=O)N[C@H](CC(=O)N[C@@H](CCC(=O)O)CC(=O)O)Cc1ccccc1)NC(=O)C[C@H](Cc1ccccc1)NC(=O)[C@@H]1CCCC[C@H]1N | -6% | -8% | -12%[1.9 µM] | -3% | -3% | -5% | . | -7%
CC(=O)Nc1ccc(S(=O)(=O)NC2(C(F)(F)F)NC(=O)N(CC(C)C)C2=O)cc1 (stereo not given) | ? | -18% | 14% | -27% | . | 9% | 14% | -7%
O=C(Nc1ccc(S(=O)(=O)NCC2CCCO2)cc1)c1ccccc1 (stereo not given) | 0% | 2% | -14% | -1% | . | -3% | -4% | -4%
CCOC(=O)C(Nc1ccc2ccccc2c1)C(=O)OCC | 0% | -3% | -27%[0.074 µM] | -2% | -10% | -4% | 7% | 12%
COc1cccc(CNC(=O)CN2C(=O)CC(c3ccccc3)=Nc3ccccc32)c1 | -7% | 15% | 5%[10 µM] | -18% | . | -8% | -11%[9.22 µM] | 35µM*

Individual results from the results shown.
CC(=O)Nc1ccc(S(=O)(=O)NC2(C(F)(F)F)NC(=O)N(CC(C)C)C2=O)cc1 (stereo not given) in HttQ103 aggreg = 14%
O=C1Nc2cc(Cl)c(Cl)cc2N(O)N1c1ccccc1 in Tau fibril FP = -1%

Following part:
SMILES | Tau fibril ThT | KDM4E inh | HTT ATP protect | Tau fluor counter | SMN2 splice up | Tau fibril FP | HttQ103 aggreg | ALDH1A1 inh
CC(C)CNC(=O)NC(=O)CSc1nc2ccccc2n1CC(C)C | ? | 16% | 13% | -13% | -16% | 3% | -4% | 8%
COc1ccc2nc(/N=C(\N)NC(=O)C(C)(C)C)nc(C)c2c1 | ? | ? | -24% | ? | -28% | ? | 1% | -17%
COC(=O)[C@H](Cc1ccccc1)NC(=O)NCc1ccc(S(N)(=O)=O)cc1 | -8% | 3% | -3% | 0% | 21% | 0% | -12% | 7%
COc1ccc(-c2nnc(SC(C)C(=O)O)o2)cc1 (stereo not given) | 1% | . | . | 1% | -1% | 1% | . | .
CN(C)CCCNc1nc(N)c([N+](=O)[O-])c(NCCO)n1 | -4% | -4% | 29%[10 µM] | -9% | . | -15% | 3%[9.22 µM] | 17%
N#CC(c1cccc(Cl)c1)c1ccc2c(C(F)(F)F)cc(C(F)(F)F)nc2n1 (stereo not given) | ? | -5% | -98%[inhibitor] | ? | -75%[inhibitor] | 6% | 0.89µM* | ?
CC(=O)Nc1ccc(S(=O)(=O)Nc2ccccn2)cc1 | -3% | ? | 2%[10 µM] | -1% | -8% | -12% | 10%[9.22 µM] | 0%
COc1ccc(-c2cc(C(=O)Oc3ccc(Br)cc3)c3ccccc3n2)cc1 | -8% | . | . | -16% | 11% | -17% | . | .
Cc1cnc(NC(=O)Nc2ccc(Cl)cc2)s1 | ? | -6% | -93%[inhibitor] | ? | 173% | -14% | -9% | -4%
CC(C)Cn1c(=O)c2ccccc2n2c(CCC(=O)Nc3ccc(F)c(F)c3)nnc12 | 15% | . | . | -8% | -9% | ? | . | .
COc1ccccc1-c1ccc(=O)n(CC(=O)NCc2cccs2)n1 | 1% | 6% | -27% | 2% | 28% | 6% | 4% | 4%
COc1cccc(C(=O)C2CCCN(CC3=Cc4cc(OC)ccc4OC3)C2)c1 (stereo not given) | -15% | -17% | 3%[10 µM] | -16% | . | 5% | -5%[9.22 µM] | 0%
O=C(Cn1nnc2ccccc21)c1ccc([N+](=O)[O-])cc1 | -9% | 11% | 0%[10 µM] | 10% | . | 4% | 12%[9.22 µM] | .
O=C(NCc1ccccc1)C1CCCN(S(=O)(=O)c2cccc3nonc23)C1 (stereo not given) | 1% | -5% | . | 0% | 10% | -2% | -15% | 4%
CCOc1ccc(-c2cc(C(=O)OC)[nH]n2)cc1 | -10% | 0% | -12%[10 µM] | -20% | . | -6% | 12%[9.22 µM] | -2%
Cc1csc(NC(=O)CSc2nsc(SCC(=O)Nc3nc(C)cs3)c2C#N)n1 | 4µM* | 4% | -48%[inhibitor] | 10µM*[quencher] | 11µM* | -12% | 8% | -3%
COC(=O)c1c(-c2ccccc2)csc1NC(=O)C1CC=CCC1C(=O)O (stereo not given) | -13% | -9% | . | 5% | 4% | 3% | 10% | ?
N#Cc1ccccc1Cn1nnc2c(=O)[nH]c(C3CCCN(S(=O)(=O)c4ccc(F)cc4)C3)nc21 (stereo not given) | 0% | . | . | -4% | 6% | -5% | . | .
O=C(NCCCOc1cccc(CN2CCCCC2)c1)c1ccc(Cl)c(Cl)c1 | 1% | ? | . | -2% | -19% | 0% | -11% | ?
OCC1(CCOc2ccccc2)CCN(Cc2cn[nH]c2-c2ccccc2)CC1 | 0% | 16% | 11%[10 µM] | -7% | . | -3% | -14%[9.22 µM] | 2%
CCC(C)NC(=O)c1cn(CC)c2ccc(S(=O)(=O)N3CCc4ccccc4C3)cc2c1=O (stereo not given) | 5% | . | . | -14% | -6% | -5% | . | .
CCOC(=O)c1cc2c(C)n(-c3ccc(N(C)C)cc3)c(C)c2cc(C(=O)OCC)c1=O | -14% | -4% | -19% | -9% | -23% | 2% | -4% | -6%
COc1cc(CNC(C)c2ccccc2)cc(Cl)c1OCC(=O)Nc1ccccc1 (stereo not given) | -8% | ? | -22% | -14% | -47%[inhibitor] | 2% | 3% | ?
Cc1ccc(NC(=O)CSc2nnc(-c3ccccn3)n2C)cc1 | -3% | -3% | -16% | 0% | 2% | 6% | 2.8µM* | -1%
CCOCCCNC(=O)c1ccc(CS(=O)(=O)Cc2cccc(C)c2)o1 | -9% | 6% | -15% | -2% | -18% | -6% | -10% | 7%
O=C1CNC(=O)/C1=C/c1ccccc1 | 3% | 7% | . | 4% | 6% | 5% | -2% | -2%
COCCCNC(=O)c1ccc(C2SCC(=O)N2Cc2ccco2)cc1 (stereo not given) | -9% | 2% | -39%[inhibitor] | -3% | -2% | 1% | -17% | ?
O=C(Cc1ccc(Cl)cc1)Nc1ccc2oc(-c3ccccc3)nc2c1 | -1% | . | . | -11% | -4% | -1% | . | .
CC12CCC(C(=O)Nc3ncc([N+](=O)[O-])s3)(OC1=O)C2(C)C (stereo not given) | -10% | -1% | 3% | -1% | -25% | -3% | ? | -7%
CCc1nnc(NC(=O)c2ccc(COc3ccc(C)cc3)o2)s1 | -12% | 0% | -13%[10 µM] | -10% | ? | -8% | -3% | 2%
CCOC(=O)C1=C(C)N(C)C(=S)N(C)C1c1ccc(OC)cc1 (stereo not given) | -4% | -1% | -14% | -7% | 26% | 0% | 13% | 3%
CN(c1ccccc1)c1ccc(/C=C/[N+](=O)[O-])cc1 | -14% | 3% | -32%[10 µM] | -18% | -84%[inhibitor] | 1% | -5% | 8.9µM*
CC(/C=C/c1ccccc1)=N\NC(=O)Cn1cncn1 | -3% | 4% | -10%[10 µM] | -2% | . | -1% | 28%[9.22 µM] | .
CCOC(=O)N1CCN(C(=O)CCNS(=O)(=O)c2ccc3c(c2)c(=O)n(C)c(=O)n3C)CC1 | -5% | -5% | -12% | -2% | -8% | -8% | -6% | -6%
Cc1ccc(C(=O)COC(=O)C(CC(C)C)NC(=O)C2CCC(C)CC2)cc1 (stereo not given) | 7% | . | . | 8% | -10% | -2% | . | .
CCNc1ccc(Br)cc(C(=O)/C=C/c2ccc(Cl)cc2)c1=O | 14µM* | 25µM* | . | ? | -75%[inhibitor] | ? | 26% | 25µM*
